# Compound activity deposited in PubChem BioAssay by Broad Institute.
# CASP6 VEID inh – inhibitors of human caspase-6. P55212. purified caspase-6, Z-VEID-R110 cleavage fluorescence. inhibition, % at 12.5 µM. 350,000 tested, 0.53% active;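 active means mean inhibition across replicates at least about 35%, with every replicate also reaching that limit, limit read from the data; inconclusive means only one of the two criteria met; inactive means neither criterion met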;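 further: 0% = median of neutral control wells and 100% = no fluorescence left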
# Target sequence (P55212 24-179 limits assumed): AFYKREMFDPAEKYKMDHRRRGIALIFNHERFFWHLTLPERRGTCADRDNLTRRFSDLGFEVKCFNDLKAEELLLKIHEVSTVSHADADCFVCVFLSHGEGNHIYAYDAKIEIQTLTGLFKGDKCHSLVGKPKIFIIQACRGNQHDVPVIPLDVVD
# Target sequence (P55212 194-293 limits assumed): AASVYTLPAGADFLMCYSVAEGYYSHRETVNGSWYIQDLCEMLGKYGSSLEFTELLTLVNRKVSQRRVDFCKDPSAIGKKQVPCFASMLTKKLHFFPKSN
# DENV2 CPE – inhibitors of DENV2 cytopathic effect | AID 651640 | DENV2-infected cells, cytopathic effect rescue, plate reader | 350,000 tested, 1.7% active | CPE inhibition, % at 9.99 µM; in the data active means CPE inhibition above about 20%, passing the limit was not always enough; inconclusive means no clear call, values can overlap the other calls; tested in BHK-21 cells;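 further: 0% = median of neutral control wells and 100% = median of positive control wells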
# PAX8 inh HTS – PAX8 transcriptional activity inhibition. 360,000 tested, 1.2% active. RMG-I TPO-luciferase reporter, SteadyGlo, 24 h. inhibition, % at 12.6 µM. AID 652154;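 active means mean replicate inhibition at least 60% with every replicate also reaching 60%; inconclusive means only one of the two criteria is met; inactive means mean below 60% and not all replicates reaching 60%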;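 further: luciferase light reporting Pax8 driven TPO promoter activity; plate controls were median of neutral control wells for no effect and mitoxantrone controls for full effect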
# SIRT5 block – inhibitors of human sirtuin-5 desuccinylase | Purified SirT5, succinyl-peptide AMC, trypsin-coupled fluorescence | 330,000 tested, 1.1% active | inhibition, % at 15 µM | Q9NXA8 | AID 652115; in the data active means inhibition above about 15%; inconclusive means no clear call, values can overlap the other calls
# Target sequence (Q9NXA8 whole entry, looked up): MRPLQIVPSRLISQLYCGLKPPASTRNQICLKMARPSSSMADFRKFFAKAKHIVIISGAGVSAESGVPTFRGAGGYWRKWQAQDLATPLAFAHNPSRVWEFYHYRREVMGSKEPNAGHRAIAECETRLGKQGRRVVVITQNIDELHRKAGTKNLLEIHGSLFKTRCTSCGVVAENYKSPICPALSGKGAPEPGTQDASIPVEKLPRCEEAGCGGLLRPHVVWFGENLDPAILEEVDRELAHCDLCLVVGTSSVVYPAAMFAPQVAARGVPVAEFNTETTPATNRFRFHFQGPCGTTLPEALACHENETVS
# LGR2 inh – Drosophila LGR2 receptor signaling inhibition; HEK293 LGR2, CRE-luciferase, bursicon-stimulated, 4 h; inhibition, % at 9.99 µM; 380,000 tested, 0.35% active;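 active means drop in luminescence signal, shown as inhibition above about 50% in the replicate tests, limit read from the data, passing the limit was not always enough; inconclusive means probably only some replicates passing the limit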;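 further: agonist challenge used bursicon conditioned medium at about half maximal strength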
# EWS-Fli inh – blocks EWS/Fli oncoprotein-driven transcription; A673 NR0B1-luciferase reporter, viability-normalised; inhibition, % at 12.6 µM; 350,000 tested, 0.67% active;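 active means mean inhibition of at least 50% after viability correction, with every replicate also passing that limit; inconclusive means mean reaches 50% but only one of two replicates passes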;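 further: firefly luciferase signal divided by Alamar Blue viability fluorescence both relative to DMSO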
# ARNT-TACC3 inh – disrupts binding between human ARNT and TACC3; Q9Y6A5; AlphaScreen His-ARNT PAS-B/GST-TACC3 binding, luminescence; TACC3 fragment carries E629A point mutation; inhibition, % at 9.99 µM; 390,000 tested, 0.66% active; AID 623870;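 active means mean inhibition of replicates at least 50% and at least half of replicates each reaching 50%; inconclusive means half or more replicates reach 50% but mean below 50%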;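 further: 0% = complete ARNT plus TACC3 wells and 100% = ARNT alone without TACC3; many hits fall short of the cut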
# Active calls of the source: *; ? = inconclusive; . = not tested or not shown.
no.	compound	CASP6 VEID inh	DENV2 CPE	PAX8 inh HTS	SIRT5 block
1	COc1cccc(C2c3[nH]c4ccccc4c3CCN2Cc2cccn2-c2ncccn2)c1 (stereo not given)	.	.	10	.
2	CCOC(=O)Cc1csc(NC(=O)c2ccc(F)cc2)n1	-3	-1	-40	7
3	O=C(NCCc1ccccc1)C(=O)NCCC1CCCCN1S(=O)(=O)c1cccs1 (stereo not given)	0	-2	.	-9
4	Cn1c(=O)c2ccccc2n(C)c1=O	0	0	.	.
5	Cc1ccc(S(=O)(=O)Nc2ccc3c(c2)C(=O)N([C@H](C)CO)C[C@@H](C)[C@@H](CN(C)C(=O)Nc2ccccc2)OCCCC[C@@H](C)O3)cc1	-2	-4	-7	-6
6	CC(=O)c1ccc(NS(=O)(=O)c2c(C)cc(C)cc2C)cc1	-5	4	-91	-6
7	COc1ccc(C(=O)CCC(=O)Nc2ccc(Cl)cc2)cc1	-2	-1	12	.
8	CCCn1c(SCc2ccc(C(=O)OC)o2)nc2ccccc2c1=O	-2	0	-27	-2
9	CC1Oc2ccccc2N(CC(=O)N2CCc3ccccc32)C1=O (stereo not given)	1	.	.	2
10	COc1ccc(CCN(C)C(=O)C2CCN(Cc3ccc(C)cc3)CC2)cc1OC	-1	3	3	0
11	Cc1cc(C)cc(-n2cc[nH]c2=S)c1	.	.	-18	.
12	N#C[C@@H]1N[C@H](CO)[C@H]1c1ccc(C2=CCCC2)cc1	1	4	9	1
13	COc1cc(OC)c(S(=O)(=O)NC(C)C)cc1S(=O)(=O)NC(C)C	1	-6	-1	1
14	COc1ccc(C(=O)OCC(=O)NCC2CCCCC2)c(OC)c1	7	6	-4	-1
15	COc1ccc(-c2sc3ccccc3c2-c2cc(OC)ccc2C=O)cc1	1	?	-28	0

no.	LGR2 inh	EWS-Fli inh	ARNT-TACC3 inh
1	16	.	15
2	-9	-11	-6
3	5	-3	-13
4	-5	-3	.
5	16	9	2
6	-84	-63	.
7	2	8	-6
8	-5	8	-5
9	3	.	-4
10	25	-13	-2
11	20	.	-1
12	-13	10	11
13	9	-2	-2
14	-9	0	-2
15	23	10	.

# A few values from above.
# Under LGR2 inh, entry 8 has -5
# Under SIRT5 block, entry 3 has -9

# The listing continues.
no.	compound	CASP6 VEID inh	DENV2 CPE	PAX8 inh HTS	SIRT5 block
16	COc1ccccc1C(CNC(=O)CNC(=O)c1ccc(C)c(C)c1)N1CCCC1 (stereo not given)	-6	-3	-7	-4
17	CN1CC(C(=O)O)Cc2c1ccc1ccccc21 (stereo not given)	23	6	16	-24
18	CCCn1cc(CN2CCC(n3nccc3NC(=O)C(OC)c3ccccc3)CC2)c(C)n1 (stereo not given)	-2	-6	-3	-1
19	CCN1C(=S)N[C@@H](c2cccc(F)c2)C(C(=O)OC)=C1C	.	18	14	.
20	COCCCNC(=O)c1ccc(-c2csc(C)n2)cc1	0	3	-20	-1
21	Cc1cc(NS(=O)(=O)c2ccc(NC(=O)C(F)(F)F)cc2)nc(C)n1	1	1	-13	-4
22	O=C1CSC(=S)N1/N=C/c1ccc(C(F)(F)F)cc1	7	20	25	1
23	Cc1sc(NC(=O)C2=COCCO2)nc1-c1ccc(F)cc1	1	?	-41	0
24	CCc1c(C)nc2c(Br)cccc2c1SCCC#N	-1	-7	12	3
25	C[C@H]1CN([C@@H](C)CO)C(=O)c2c(c3ccccc3n2C)-c2ccccc2CO[C@@H]1CN(C)C(=O)c1ccc(F)cc1	3	-7	.	-6
26	O=C(NC(c1ccccc1)c1ccc2ccccc2n1)C1CCN(Cc2ccc(Cl)c(Cl)c2)CC1 (stereo not given)	-2	3	16	.
27	C[C@H](CO)N1C[C@H](C)[C@@H](CN(C)S(=O)(=O)c2ccc(Cl)cc2)Oc2ccc(NC(=O)Nc3ccccc3)cc2CC1=O	1	-12	?	8
28	O=C(C1CCN(S(=O)(=O)c2c(Cl)cccc2Cl)CC1)N1CCCC1	0	?	30	1
29	CCS(=O)(=O)N1CCC(C(=O)O)CC1	-4	-3	-11	.
30	CSc1ncccc1C(=O)Nc1ccc(S(=O)(=O)NC2=NCCCCC2)cc1	0	7	-15	-2

no.	LGR2 inh	EWS-Fli inh	ARNT-TACC3 inh
16	-6	-1	-4
17	-5	-6	20
18	20	.	2
19	-2	-1	4
20	-14	-10	28
21	1	1	-12
22	.	-4	15
23	-35	-25	0
24	-4	11	-10
25	-1	8	2
26	5	9	.
27	-3	7	3
28	-6	-2	1
29	10	1	-2
30	2	0	8

# The list goes on.
no.	compound	CASP6 VEID inh	DENV2 CPE	PAX8 inh HTS	SIRT5 block
31	O=C1CN(S(=O)(=O)c2ccccc2Cl)CCN1	2	-3	-5	-1
32	COc1cccc(-c2ccc([C@@H]3[C@@H](CO)N4CCCCN(C(=O)NC(C)C)C[C@@H]34)cc2)c1	0	7	-1	3
33	Cc1cc(=O)oc2c(C(=O)c3ccccc3)c(OCC(N)=O)ccc12	0	-7	-11	-4
34	CC(C)CCn1nnnc1CN1CCN(C(=O)c2ccco2)CC1	4	-2	10	1
35	O=C(NC1CCOc2ccccc21)c1ccc(Cl)nc1 (stereo not given)	-1	-2	11	2
36	O=C1c2cccc3c(N4CCOCC4)c([N+](=O)[O-])cc(c23)C(=O)N1c1cccc2ccccc12	0	.	25	-7
37	Cc1noc(C)c1NC(=O)N(C)C[C@H]1Oc2c(NC(=O)C3CCCCC3)cccc2C(=O)N([C@H](C)CO)C[C@H]1C	2	16	-10	-4
38	CCS(=O)(=O)N1Cc2ccccc2CC1C(=O)N(C)Cc1ccc(OC)cc1OC (stereo not given)	1	16	28	-1
39	C=COC(=O)c1sc2nc(C)cc(C)c2c1N	-1	3	-27	-5
40	O=C(NCc1ccc(F)cc1)c1cc(-c2ccccn2)nc2ccc(S(=O)(=O)N3CCOCC3)cc12	3	31*	-5	.
41	O=C(CSc1nnc(Cc2ccc(Cl)cc2)o1)Nc1ccccc1	3	-4	-19	-1
42	COc1cccc(S(=O)(=O)Nc2ccc3c(c2)C(=O)N(C)[C@H]2CC[C@@H](CC(=O)NCC4CCCCC4)O[C@@H]2CO3)c1	0	0	-7	0
43	COc1ccc(N(C)S(=O)(=O)c2cccc(C(=O)Nc3ccc(N4CCOCC4)cc3)c2)cc1	2	9	21	2
44	COc1ccc(S(=O)(=O)Nc2cccc3c2O[C@H](CN(C)Cc2ccc4c(c2)OCO4)[C@@H](C)CN([C@@H](C)CO)C3=O)cc1	3	-1	-14	0
45	Cc1noc(C)c1S(=O)(=O)N(C)C[C@@H]1OCCCC[C@@H](C)Oc2ccc(NS(=O)(=O)c3cccs3)cc2C(=O)N([C@@H](C)CO)C[C@H]1C	-1	-16	14	2

no.	LGR2 inh	EWS-Fli inh	ARNT-TACC3 inh
31	5	-1	0
32	-4	.	12
33	6	16	.
34	14	-1	-4
35	0	10	6
36	18	10	0
37	19	-4	-2
38	13	-2	4
39	-26	-32	-1
40	-10	2	.
41	-4	7	1
42	15	9	3
43	-22	7	3
44	-9	4	3
45	23	-8	-2

# Other compounds
no.	compound	CASP6 VEID inh	DENV2 CPE	PAX8 inh HTS	SIRT5 block
46	C[C@@H]1CCCCO[C@@H](CN(C)CC2CCCCC2)[C@@H](C)CN([C@H](C)CO)C(=O)c2cc(NC(=O)CCCN(C)C)ccc2O1	-34	4	-16	3
47	C/C(=N\NC(=O)c1ccccc1)c1ccc(NC(=O)c2cccs2)cc1	4	.	36	-16
48	C[C@H]1CN([C@@H](C)CO)C(=O)c2cccc(NS(=O)(=O)c3ccccc3)c2O[C@H]1CN(C)Cc1ccc(-c2ccccc2)cc1	1	2	.	8
49	CC(C)CN(C(=O)COC(=O)c1ccc2ccccc2n1)C1CCS(=O)(=O)C1 (stereo not given)	-4	-6	5	1
50	CC(=O)Nc1ccc(S(=O)(=O)NCCC(=O)OCC(=O)NCc2ccccc2)cc1	-3	0	20	-6
51	Cc1cc(Cl)ccc1NC(=S)N1CCN(C(=O)c2ccco2)CC1	-1	8	.	5
52	O=C(C[C@H]1C[C@@H]2c3cc(NS(=O)(=O)c4ccc(F)cc4)ccc3O[C@@H]2[C@H](CO)O1)NCCc1ccccc1	1	-1	-5	-2
53	Cc1c(=O)n(OCc2ccc(Cl)cc2)c2ccccc2[n+]1[O-]	2	-4	37	-3
54	Cc1ccc(C)c(OCc2ccc(C(=O)Nc3ccc([N+](=O)[O-])cn3)o2)c1	-4	-1	-4	-3
55	COc1cc2c(cc1OC)CN(C(=O)c1ccc(Cl)c(S(=O)(=O)N3CCCC3)c1)CC2	-1	.	31	-2
56	CCS(=O)(=O)N1[C@H](CO)[C@@H](c2ccc(C#Cc3ccccc3F)cc2)[C@@H]1C#N	-1	?	20	-1
57	CCC(=O)Nc1ccc2c(c1)C(=O)N(C)C[C@@H](OC)[C@H](C)CN(Cc1ccccc1C(=O)O)[C@H](C)CO2	3	3	-7	5
58	O=C(CN1CCOCC1)NCC[C@@H]1CC[C@H](NC(=O)Nc2ccc(F)cc2)[C@H](CO)O1	1	-2	-2	26*
59	Cc1c(NC(=O)C(C)OC(=O)c2cccc(S(=O)(=O)N(C)C)c2)c(=O)n(-c2ccccc2)n1C (stereo not given)	2	5	13	-4
60	Cc1ccc(NS(=O)(=O)c2ccc(C(C)(C)C)cc2)cn1	0	4	16	2

no.	LGR2 inh	EWS-Fli inh	ARNT-TACC3 inh
46	2	3	-2
47	-52	-12	3
48	7	1	-17
49	-35	0	3
50	-3	4	9
51	12	6	2
52	10	-4	-7
53	-1	2	-4
54	5	20	0
55	1	8	7
56	29	?	9
57	-16	-3	.
58	-7	0	-7
59	-6	2	-5
60	14	0	-3

# Grouped by structure, the entries above with a nitro group on carbon (two)
no.	compound	CASP6 VEID inh	DENV2 CPE	PAX8 inh HTS	SIRT5 block
36	O=C1c2cccc3c(N4CCOCC4)c([N+](=O)[O-])cc(c23)C(=O)N1c1cccc2ccccc12	0	.	25	-7
54	Cc1ccc(C)c(OCc2ccc(C(=O)Nc3ccc([N+](=O)[O-])cn3)o2)c1	-4	-1	-4	-3

no.	LGR2 inh	EWS-Fli inh	ARNT-TACC3 inh
36	18	10	0
54	5	20	0

# Compound profiles (already shown):
# Cc1ccc(C)c(OCc2ccc(C(=O)Nc3ccc([N+](=O)[O-])cn3)o2)c1 reads CASP6 VEID inh = -4; DENV2 CPE = -1; PAX8 inh HTS = -4; SIRT5 block = -3; LGR2 inh = 5; EWS-Fli inh = 20; ARNT-TACC3 inh = 0
# O=C(CN1CCOCC1)NCC[C@@H]1CC[C@H](NC(=O)Nc2ccc(F)cc2)[C@H](CO)O1 reads CASP6 VEID inh = 1; DENV2 CPE = -2; PAX8 inh HTS = -2; SIRT5 block = 26*; LGR2 inh = -7; EWS-Fli inh = 0; ARNT-TACC3 inh = -7

# Next part:
no.	compound	CASP6 VEID inh	DENV2 CPE	PAX8 inh HTS	SIRT5 block
61	CCOC(=O)NC(=O)C(=CNc1ccccc1OC)C(=O)NC(=O)OCC	0	-5	2	-1
62	CC1CN(C(=O)c2cccs2)CC(C)O1 (stereo not given)	-1	3	-2	-4
63	O=C(NN=Cc1ccc(F)cc1)c1cccc(S(=O)(=O)N2CCCC2)c1	-2	-7	-18	-17
64	O=C(C[C@@H]1C=C[C@@H](NS(=O)(=O)c2ccc(F)cc2)[C@@H](CO)O1)NCCN1CCCCC1	-1	0	-1	-1
65	Cc1cc(NC(=O)c2cc([N+](=O)[O-])ccc2Cl)no1	3	1	-6	-14
66	COc1ccc(N2CC(C(=O)Nc3c4c(nn3-c3ccccc3)CS(=O)(=O)C4)CC2=O)cc1 (stereo not given)	11	-3	5	-3
67	Cn1cc(CCNC(=O)CC2C(=O)NCCN2Cc2cccc(Oc3ccccc3)c2)cn1 (stereo not given)	1	2	-2	0

no.	LGR2 inh	EWS-Fli inh	ARNT-TACC3 inh
61	27	-3	.
62	9	-8	-3
63	1	-2	2
64	1	4	.
65	.	3	-5
66	-11	.	-2
67	-11	14	.

# DENV2 CPE: hit marks shown above.
nr | compound | CASP6 VEID inh | DENV2 CPE | SIRT5 block | LGR2 inh | ARNT-TACC3 inh
40 | O=C(NCc1ccc(F)cc1)c1cc(-c2ccccn2)nc2ccc(S(=O)(=O)N3CCOCC3)cc12 | 3 | 31* | . | -10 | .
